# TbPYK inhibitor: T. brucei pyruvate kinase inhibition; TbPYK enzyme, Kinase-Glo Plus ATP luminescence, 45 min; 410,000 compounds, 0.12% hits; Q57TT1; Potency, µM (top dose mostly 76.8 µM), for inactives: at the top dose activity, negative = inhibition, most hits filed as inhibitors; active = well fitted inhibition curve with a large enough effect; inconclusive = small, poorly fitted or top-dose-only effect; note: nearly all actives have a fitted effect of over 50% in size
#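 Assay buffer: 50 mM TEA pH 7.2, 100 mM KCl, 10 mM MgCl2, 0.05% BSA, 0.01% Tween-20. Pyruvate kinase from T. brucei plus substrate met compound, then ADP (130 uM final). Luminescence was read post 45 min RT.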
# * hit, by the source's call; ? = inconclusive; [ ] = remark or other dose. % is set by controls: 0 for no effect and ±100 for the full control effect; potency is the fitted concentration of half-maximal effect.
compound	TbPYK inhibitor
CC(=O)N1CCc2cc(S(=O)(=O)NC(CC(C)C)C(=O)Nc3cc(C)cc(C)c3)ccc21 (stereo not drawn)	-11%
CCC(=O)N1CCCc2cc(S(=O)(=O)N3CCC(C(=O)Nc4cccc(Cl)c4)CC3)ccc21	5%[15.4 µM]
O=C(NCc1ccc(Cl)cc1)C1=Cc2cc(Br)ccc2OC1	2%
Cc1nncn1-c1ccc(C(=O)Nc2cc(F)ccc2F)cc1	1%
COc1ccc(C)cc1NC(=O)c1cccn(Cc2ccccc2Cl)c1=O	0%
Cc1ccc(-n2ncc3c(NCCc4ccccc4)ncnc32)cc1C	-11%
O=C(CSc1nnc(-c2ccccc2)c(-c2ccccc2)n1)NC1CCCC1	-2%[15.4 µM]
Cc1nc(-c2cccc(F)c2)sc1CCNC(=O)c1c(F)cccc1Cl	-6%
CSc1nn(Cc2cccc(Cl)c2)c(N(C(C)=O)C(C)=O)c1S(=O)(=O)c1ccccc1	-3%
O=C(NCc1cccc(C(F)(F)F)c1)c1csc([C@H]2C[C@H](O)[C@@H](CO)O2)n1	-5%
COc1ccc(-c2nnc(-c3ccc4ccccc4c3)o2)cc1	-2%
O=C(CSc1nc(-c2cccs2)nc2cc(=O)[nH]n12)Nc1ccc(F)cc1	3%
CCOc1ccc(NC(=S)N2CCC(C(=O)c3ccc(OC)cc3)CC2)cc1	-11%
Cc1ccc(Nc2n[nH]c(=S)s2)cc1C	?
C=C1[C@@H](CCO)N(S(=O)(=O)C(C)(C)C)C[C@@H]1C	3%
Cc1noc(Cn2c(=O)c3ccccc3n(CC(=O)Nc3ccc(F)cc3F)c2=O)n1	0%
COc1ccc(N2CCN(Cc3nc4c(c(=O)[nH]c(=O)n4C)n3Cc3ccccc3F)CC2)cc1	0%
CC/C(=N/NC(=O)c1ccccc1O)c1c(C)[nH]n(-c2ccccc2)c1=O	-5%
Cc1ccccc1NC(=O)Cn1c(=O)n(Cc2ccc3c(c2)OCO3)c(=O)c2oc3ccccc3c21	-3%
CCOC(=O)C1(C)CCN1C(=O)c1ccc(OC)c(C(F)(F)F)c1 (stereo not drawn)	-3%
CN(C)c1cccc(CNC(=O)c2ccc3nc([C@@H]4O[C@H](CO)[C@H](O)[C@H](O)[C@H]4O)[nH]c3c2)c1	-1%
COc1cccc(C(=O)COC(=O)c2ccc(NC(=O)c3ccccc3)cc2)c1	-1%
CC(=O)c1ccc(NC(=O)Cn2c(=O)c3cccn3c3ccccc32)cc1	-1%
COC(=O)[C@]12CCCCC=C1N(Cc1ccco1)C(=O)[C@H](CC(=O)NCC1CCCCC1)C2	0%
CCCN1Cc2cccc(C(=O)Nc3cc(Cl)ccc3C)c2C1=O	-1%
O=C(NCc1ccc(Cl)nc1)c1csc([C@@H]2O[C@H](CO)[C@H](O)[C@H](O)[C@H]2O)n1	4%
O=C(Cc1c(-c2ccccc2)nc2ccc(Br)cn12)N1CCCC1	-1%
CC(=O)Nc1ccc2nc(SCCOc3cc(C)cc(C)c3)sc2c1	2%
O=C(CCn1c(=O)c2cccn2c2cccnc21)Nc1ccccc1C(F)(F)F	-2%
CCOC(=O)c1c(C)[nH]c(C)c1S(=O)(=O)NCC(=O)Nc1cc(Cl)ccc1OC	-4%
O=C(NCc1ccccc1F)C1CCN(Cc2cc3ccccc3n2Cc2cccc(Cl)c2)CC1	-6%
COc1ccc(Cl)cc1NC(=O)Cc1coc2c(C)c(C)ccc12	-1%
N#CC(=C1NC(=O)c2ccccc21)c1nc2ccccc2n1CCO	5%
Cc1cccc(CS(=O)(=O)CC2Nc3ccc(C(=O)NCc4ccccc4Cl)cc3NC2=O)c1 (stereo not drawn)	-4%
O=C(NCc1cccs1)c1nn(-c2ccccc2)nc1CO	-2%
Cc1ccc(C)c(N2CCN(C(=O)c3cc(S(=O)(=O)N4CCCCCC4)cn3C)CC2)c1	3%
CCOC(=O)CSc1nc2sc3c(c2c(=O)n1-c1ccccc1)CC(C(C)C)OC3 (stereo not drawn)	0%
CCn1c2ccccc2c2cc(/C=C(/C#N)C(N)=S)ccc21	5%
CC1(C)CN(Cc2cccnc2)C(=O)[C@H]1CC(=O)Nc1ccc(Br)cc1	3%
CCN(CC)C(=O)Cn1c(SCCOc2ccc(Cl)cc2)nc2ccccc21	2%
CC(=O)Nc1ccc(-c2ccnc3c2CC(C(=O)NC(C)C)O3)cc1 (stereo not drawn)	4%
Cc1ccccc1C(=O)Nc1ccc(S(=O)(=O)N2CCC(c3nc4ccccc4s3)CC2)cc1	-2%
N#Cc1cccc(-c2nc3cnc(Nc4ccccc4)nc3n(C[C@H]3CCCO3)c2=O)c1	-7%
O=c1oc2ccccc2cc1-c1cn2cc(Cc3ccc(F)cc3)sc2n1	-5%
CCCCC(CC)CNC(=O)CCCn1c(=O)[nH]c2ccsc2c1=O (stereo not drawn)	0%
Cc1ccc(OCCn2cc(C(=O)c3cccs3)c3ccccc32)cc1	-4%
Cc1nc(-c2ccccc2)sc1-c1ccc(SCC(=O)Nc2cccc(C(F)(F)F)c2)nn1	-6%
O=C1C(=Cc2ccc(F)cc2)Cc2ccccc21	-9%
CS(=O)(=O)Nc1ccc(-c2nc3ccccc3s2)cc1	-8%
Nc1nc(Cl)c(N)c(NCC2(CO)CC(CCc3ccccc3)C2)n1 (stereo not drawn)	?

# (listing goes on)
compound	TbPYK inhibitor
O=S(=O)(Nc1ccc(NS(=O)(=O)c2ccccc2)cc1)c1ccccc1	2%
CN1C(CSCC(F)(F)F)Nc2cc(Cl)c(S(N)(=O)=O)cc2S1(=O)=O (stereo not drawn)	1%
O=C(c1ccccc1)N1CCN(c2ccccc2)CC1	8%
CCOC(=O)C1(C)CCCN(C(=O)c2cccc(OC(F)(F)F)c2)C1 (stereo not drawn)	0%
Cc1ccc(CNC(=O)CSc2nnc(C)c3c(C)n(-c4ccccc4)nc23)cc1	1%
CC1(C)CC(=O)c2cc(C(=O)Nc3ccc(Br)cc3)c(=O)n(-c3ccc(Cl)cc3)c2C1	-1%
CCCCCCN1C[C@@H](O)[C@H](n2cc(C3CC3)nn2)C[C@@H]1c1ccc(Cl)cc1	12%
COCCN(C(=O)COC(=O)CNC(=O)c1ccc(C)cc1)c1c(N)n(Cc2ccccc2)c(=O)[nH]c1=O	0%
Cc1ccsc1C(=O)N1CCC1(C)C(=O)NS(=O)(=O)c1ccc(C#N)cc1 (stereo not drawn)	0%
Cc1ccc(-c2cc3ncc4c(n3n2)-c2cc(Cl)ccc2OC4)cc1	-6%
CC(C)C[C@@H](CN1CCC[C@H]1CN1C(=O)C(=O)NC[C@@H]1Cc1ccc(O)cc1)N1C[C@H](Cc2ccc(O)cc2)N(CCc2ccccc2)C(=O)C1=O	2%
O=c1c2sc3ccccc3c2n(Cc2cccc(Cl)c2)c(=O)n1Cc1ccccc1	3%
CC1=C(C(=O)N(C)C)CC(CC(=O)NC2CCCC2)C(=O)N1CCC1=CCCCC1 (stereo not drawn)	-1%
CCc1c(C)nc(SCc2nc(-c3ccccc3C)no2)[nH]c1=O	-8%
Cc1ccc(Cl)cc1NC(=O)C(NS(=O)(=O)c1cccc2nsnc12)c1ccccc1 (stereo not drawn)	-9%
COc1ccc(CC(=O)Nc2ccc(S(=O)(=O)Nc3cc(C)nc(C)n3)cc2)cc1OC	0%
CCN(CC)C(=O)C1=C(C)N(Cc2ccc(C(C)(C)C)cc2)C(=O)C(CC(=O)NC2CC2)C1 (stereo not drawn)	-11%
CC1CCCN(CCS(=O)(=O)c2ccccc2)C1 (stereo not drawn)	3%
CCCCc1nn2c(=O)cc(COC(=O)c3ccc4c(c3)OCO4)nc2s1	0%
CC(=O)c1ccc(NC(=O)CN2C(=O)CCc3cc(S(=O)(=O)N4CCC(C)CC4)ccc32)cc1	1%
CCc1ccc(NC(=O)Cn2c(=O)n(CCCCC(=O)NCCc3ccc(Cl)cc3)c(=O)c3ccccc32)cc1	-7%
CCS(=O)(=O)N1Cc2cc(C(=O)N(C)C)nc(-c3cccc(-c4ccc(F)cc4)c3)c2[C@@H]1CCO	0%
COc1cccc(C(=O)N2CCC[C@H]2C(=O)N2CCC[C@H]2C(=O)N(C)Cc2ccccc2)c1	-9%
COc1ccccc1OCC(=O)Nc1nc(-c2ccc(S(=O)(=O)N3CCOCC3)cc2)cs1	-4%
O=C1NCN(c2ccccc2)C12CCN(C(c1ccnc3ccccc13)c1nnnn1C1CCCC1)CC2 (stereo not drawn)	0%
COc1ccc(CNc2ccc3cc(S(=O)(=O)N4CCCCC4)ccc3n2)cc1	-2%
Cc1ccc(-n2c(=O)c3c4c(sc3n(CC(=O)C(C)(C)C)c2=O)CCCCC4)cc1C	-5%
CCNC(=O)C1(C)CCCN1C(=O)c1ccc(-c2ccccc2)cc1 (stereo not drawn)	0%
COc1cccc(-c2nc(CS(=O)(=O)CC(=O)N3CCN(c4ccccc4)CC3)c(C)o2)c1	1%
C[C@@H]1CN([C@@H](C)CO)C(=O)c2cc(C#CCN(C)C)cnc2O[C@H]1CN(C)Cc1ccc2c(c1)OCO2	-8%
CC(C)CNC(=O)c1cccc2c(-c3ccc(F)c(F)c3)coc12	1%
Cc1ccc(-n2cnc3cc(C(=O)NCCC4=CCCCC4)ccc32)cc1Cl	10%
COC(=O)[C@]12CCCCC=C1N(Cc1ccco1)C(=O)[C@H](CC(=O)NCCCCc1ccccc1)C2	-2%
CCOc1ccccc1NS(=O)(=O)c1ccc2oc(=O)c3ncn(C)c3c2c1	-8%
N#Cc1ccc(N)cc1OCCCN1CCCCC1	-9%
O=C(CN1C=NS(=O)(=O)c2ccc(C(F)(F)F)cc21)Nc1cccc(C(F)(F)F)c1	15%
COc1ccc(C(=O)COC(=O)CCCC(=O)Nc2ccc(C(C)=O)cc2)cc1	-1%
Cc1ccc(-c2nnc(Nc3ccc(F)cc3)c3ccccc23)cc1S(=O)(=O)NC(C)C	0%
CCCS(=O)(=O)c1c(S(=O)(=O)CCC)c2cc(CC)ccn2c1C(=O)c1ccc(OC)cc1	7%
CCCn1c(C)cc(C(=O)CN2C(=O)c3ccccc3S2(=O)=O)c1C	3%
COC(=O)c1cn(-c2nc3ccccc3s2)nn1	-3%
COc1cc(Cl)ccc1Nc1ncc(C(=O)N2CCN(c3ccccc3OC)CC2)c2ccccc12	2%
COc1ccccc1NC(=O)C(=O)NCC(c1ccc2c(c1)OCO2)N1CCN(C)CC1 (stereo not drawn)	3%
C[C@@H]1O[C@@]2(CS1)CN1CCC2CC1	-7%
COc1ccc([C@H]2CC(=O)C[C@@H](CCn3cc(C(C)C)nn3)O2)cc1	2%
Cc1c(C(=O)N2CCC(C)CC2)c(S(=O)(=O)NCc2ccc(Br)cc2)c(C)n1C	0%
CC(C)CN1CCCC2(CCN(C(=O)c3cccn3C)CC2)C1	-9%
CCOC(=O)C1(C)CCN1C(=O)c1ccc(C(C)(C)C)cc1 (stereo not drawn)	-1%
COc1ccc2sc(N(Cc3cccnc3)C(=O)CCc3ccccc3)nc2c1	-9%[15.4 µM]
Cc1ccc(C(=O)N2CCN(c3ccc(F)cc3)CC2)cc1NC(=O)c1nsc2ccccc12	-10%

# A different layout for 4 compounds above.
Cc1c(C(=O)N2CCC(C)CC2)c(S(=O)(=O)NCc2ccc(Br)cc2)c(C)n1C
  TbPYK inhibitor: 0%

CC(C)CNC(=O)c1cccc2c(-c3ccc(F)c(F)c3)coc12
  TbPYK inhibitor: 1%

Cc1ccc(-n2cnc3cc(C(=O)NCCC4=CCCCC4)ccc32)cc1Cl
  TbPYK inhibitor: 10%

COc1ccc([C@H]2CC(=O)C[C@@H](CCn3cc(C(C)C)nn3)O2)cc1
  TbPYK inhibitor: 2%

# Later entries:
compound	TbPYK inhibitor
O=S1(=O)NCC2(CC2)CN1Cc1ccccc1	-1%
CC(=O)NC12CC3CC(C1)CC(C(=O)N1CCN(S(=O)(=O)c4ccccc4C#N)CC1)(C3)C2	-6%
Cc1nc2ccc(S(=O)(=O)NC(C(=O)NCc3ccc(Cl)cc3)C(C)C)cc2s1 (stereo not drawn)	0%
CC(C(=O)Nc1ccc(OC(F)(F)F)cc1)N1Cc2ccccc2C1=O (stereo not drawn)	0%
COc1ccc(C(C)(NC(C)=O)c2nc(-c3cc(F)cc(F)c3)cs2)cc1 (stereo not drawn)	-4%
C[C@H](O)C#Cc1ccc2c(c1)O[C@@H](CN(C)C(=O)c1ccncc1)[C@@H](C)CN([C@H](C)CO)S2(=O)=O	-8%
CCN1C(=O)c2ccccc2S(=O)(=O)c2ccc(C(=O)NCc3ccccc3OC)cc21	-3%
CCc1nc2ccc(C(=O)NCCc3c[nH]c4ccccc34)cn2c1N(C=O)CCC(C)C	-6%
O=S(=O)(NC1CCCC1)c1ccc(F)cc1F	-10%
CC(C)c1ccc(CC(=O)N2CCC2(C)C(=O)Nc2ccc3c(c2)OCO3)cc1 (stereo not drawn)	-9%
CCCS(=O)(=O)c1c(S(=O)(=O)CCC)c2cc(C(C)(C)C)ccn2c1C(=O)c1ccccc1	-5%
O=C(Cn1c(=O)nc(-c2ccccc2)c2ccccc21)N1CCN(c2ccc(F)cc2)CC1	4%

# Bioassay records deposited in PubChem by National Center for Advancing Translational Sciences (NCATS).

# An excerpt; count on the stated rates, not on these rows.
